# From PubChem BioAssay
# KCNH2 3.1 inh = inhibitors of human KCNH2 3.1 potassium channel isoform. U2OS KCNH2 3.1, thallium flux FluxOr; active compounds read low. 340,000 tested, 0.95% active. activity change, % (tested at about 1.8 µM). AID 720553;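 active = maximum activity change below -70%; inconclusive = maximum activity change from -70% to -50%; inactive = maximum activity change above -50%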;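 note: thallium influx rate constant from kinetic fluorescence after stimulation buffer; % is set by controls: 0 for no effect and ±100 for the full control effect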
#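 FluxOr-based Tl+ influx in U2OS cells transduced with KCNH2 3.1 virus; rate constants normalized to DMSO controls.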
# VP16 counter = counter-screen for ROR gamma inhibitors: Gal4-VP16 reporter; Drosophila S2 Gal4-VP16 UAS-luciferase, luminescence, 20 h; Potency, µM (top dose mostly 53.6 µM), for inactives: at the highest dose activity, negative = inhibition, actives largely listed as inhibitors; 310,000 tested, 3.5% active; AID 2546;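 note: Gal4-VP16 expression switched on by copper sulfate through the metallothionein promoter; potency is the fitted concentration of half-maximal effect; % is set by controls: 0 for no effect and ±100 for the full control effect; nearly all actives have a fitted effect of over 50% in size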
# MBNL1-CUG inh = inhibitors of human MBNL1 binding to CUG repeat RNA | Q9NR56 | TR-FRET MBNL1-His/biotin-(CUG)12 binding, 665/545 ratio | Potency, µM (series often up to 57.5 µM), for inactives: top-dose activity change, negative = inhibition, hits mostly inhibitors | 280,000 tested, 0.036% active; active = well fitted inhibition curve with a large enough effect in the signal ratio, with a control signal flat, not every such curve was filed as active; inconclusive = small, poorly fitted or top-dose-only effect, or effect the other way, or a change in a side signal; inactive = no such curve, though single readings can be large or run the other way; the % refers to the signal ratio; note: potency is the fitted concentration of half-maximal effect; % is set by controls: 0 for no effect and ±100 for the full control effect
# Target sequence (Q9NR56 whole entry, looked up): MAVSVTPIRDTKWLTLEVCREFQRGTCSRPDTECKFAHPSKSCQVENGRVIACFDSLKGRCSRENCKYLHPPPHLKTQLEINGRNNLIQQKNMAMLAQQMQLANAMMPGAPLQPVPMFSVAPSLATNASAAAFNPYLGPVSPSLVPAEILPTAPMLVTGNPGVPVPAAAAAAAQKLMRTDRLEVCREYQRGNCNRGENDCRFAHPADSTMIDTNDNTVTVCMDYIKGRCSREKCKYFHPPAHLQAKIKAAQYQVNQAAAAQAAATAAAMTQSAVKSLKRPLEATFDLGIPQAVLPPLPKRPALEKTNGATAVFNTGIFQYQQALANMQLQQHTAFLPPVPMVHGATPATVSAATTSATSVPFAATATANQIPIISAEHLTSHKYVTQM
#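 Compound titration spanned 92 nM–58 uM against the MBNL1-His/biotin-(CUG)12 complex. After 60 min at room temperature with 5 nM streptavidin-XL665 and 0.055 ng/ul terbium anti-His, ratiometric 665/545 nm emission (Ex 340 nm) normalized to controls.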
# FLuc counter = firefly luciferase modulation, counter-screen for miR-21 project. P08659. AID 588342. purified FLuc, Km substrates, luminescence inhibition. 360,000 tested, 6.9% active. Potency, µM (titrated, usually from 57.5 µM), for inactives: at the highest dose activity change, negative = inhibition, actives largely listed as inhibitors;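 note: potency is the fitted concentration of half-maximal effect; plate controls were vehicle for no effect and reference inhibitor for full effect; nearly all actives have a fitted effect of over 55% in size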
#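 Biochemical qHTS of compounds, final roughly 60 µM downward over six points, against 10 nM purified firefly luciferase using Km concentrations of substrates (10 uM D-luciferin, 10 uM ATP) in Tris acetate pH 7.5 buffer; luminescence output.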
# Rab9 promoter act = Rab9 promoter activation. Potency, µM (doses to about 9.22 µM), inactives show at the highest dose activation, negative = inhibition, usual class: activators. Huh7 Rab9 promoter-luciferase reporter, luminescence, 24 h. 320,000 tested, 2.8% active; note: potency is the fitted concentration of half-maximal effect; % of control where 0% means no effect; nearly all actives have a fitted effect of over 60% in size
#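 Huh7 cells stably carrying Rab9 promoter–luciferase reporter, plated 1500 cells/well, compound added after 2 h and incubated 24 h at 37 °C; luciferase luminescence then read after 10 min with detection reagent.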
# Mito fusion act = blocks mitochondrial division or promotes mitochondrial fusion; S. cerevisiae fusion-defective mutant growth rescue, CellTiterGlo 48 h; Potency, µM (titrated, usually from 46.1 µM), for inactives: at the top dose growth rescue (activation), hits mostly activators; 320,000 tested, 0.23% active;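 note: potency is the fitted concentration of half-maximal effect; % of control where 0% means no effect; nearly all actives have a fitted effect of over 45% in size; temperature-sensitive fusion mutants such as fzo1-1 at 37 °C on non-fermentable ethanol glycerol medium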
#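 Temperature-sensitive fusion-defective S. cerevisiae (e.g. fzo1-1, mgm1-5) were grown with compound in YPEG medium (3% ethanol, 3% glycerol) for 48 hours at 37C. Growth rescue was measured as viability by CellTiterGlo luminescence after 10 minutes at ambient.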
# NPC1 prom act = NPC1 promoter activation; Huh7 NPC1 promoter luciferase reporter, 24 h; Potency, µM (titrated, usually from 9.22 µM), without a hit: at the top dose activation, most hits filed as activators; 320,000 tested, 2.4% active; AID 485313;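 note: potency is the fitted concentration of half-maximal effect; % of control where 0% means no effect; nearly all actives have a fitted effect of over 60% in size; reporter is driven by a mutant NPC1 promoter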
#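 Huh7 cells stably carrying NPC1 promoter–luciferase, plated in Opti-MEM with 10% FBS for 2 h, were exposed to compound in DMSO for 24 h at 37 °C; luciferase reagent was added for 10 min and luminescence read.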
# RORgamma inh = ROR gamma (mouse) transcription inhibition | P51450 | Drosophila S2 Gal4-RORgamma UAS-luciferase reporter, 20 h | Potency, µM (series often up to 53.6 µM), inactives show at the highest dose activity change, negative = inhibition, hits mostly inhibitors | 310,000 tested, 5.4% active | AID 2551; note: potency is the fitted concentration of half-maximal effect; % is set by controls: 0 for no effect and ±100 for the full control effect; nearly all actives have a fitted effect of over 60% in size
# Target sequence (P51450 whole entry, looked up, the tested form may be a part): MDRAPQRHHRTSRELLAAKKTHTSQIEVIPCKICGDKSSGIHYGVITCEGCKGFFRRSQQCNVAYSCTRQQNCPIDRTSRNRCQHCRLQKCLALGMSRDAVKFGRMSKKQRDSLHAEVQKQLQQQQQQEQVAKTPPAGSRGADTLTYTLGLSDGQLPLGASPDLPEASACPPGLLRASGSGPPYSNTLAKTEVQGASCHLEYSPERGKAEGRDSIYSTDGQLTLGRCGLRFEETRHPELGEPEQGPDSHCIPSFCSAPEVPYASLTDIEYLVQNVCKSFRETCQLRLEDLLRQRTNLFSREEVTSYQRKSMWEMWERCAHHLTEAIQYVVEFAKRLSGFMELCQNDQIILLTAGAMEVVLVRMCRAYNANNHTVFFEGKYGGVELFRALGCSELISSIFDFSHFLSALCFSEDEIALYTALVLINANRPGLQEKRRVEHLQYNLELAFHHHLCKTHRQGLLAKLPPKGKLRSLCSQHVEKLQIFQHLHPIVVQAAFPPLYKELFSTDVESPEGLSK
#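 Luminescence from a UAS-regulated Photinus luciferase reporter in stably transfected Drosophila Schneider cells is measured; decreased signal marks ROR gamma inhibition. Fusion expression is induced by 700 uM copper sulfate for 20 hr.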
# PKM2 activator = PKM2 (human) enzyme activation | purified PKM2, Kinase-Glo ATP luminescence, activation; response scale: 0% is enzyme alone, no compound | Potency, µM (top dose mostly 57.5 µM), inactives show at the highest dose activation, most hits filed as activators | 260,000 tested, 0.34% active; note: potency is the fitted concentration of half-maximal effect; % is set by controls: 0 for no effect and ±100 for the full control effect; nearly all actives have a fitted effect of over 55% in size
#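 Purified hPK-M2 (>95%) run at intermediate activity with 0.1 mM ADP and 0.5 mM PEP in 50 mM imidazole pH 7.2, KCl, MgCl2; 1 h room temperature. ATP formed read by Kinase-Glo luminescence; normalized to uninhibited and no-enzyme controls.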
# Menin-MLL TR inh = displaces Texas Red mutant MLL peptide from human menin | O00255 | 270,000 tested, 0.23% active | Menin + Texas Red MLL mutant peptide, fluorescence polarization | Potency, µM (highest dose often 61.6 µM), inactives show at the top dose FP activity change, negative = inhibition, usual class: inhibitors; active = well fitted inhibition curve with a large enough effect in the polarisation, with a control signal flat, not every such curve was filed as active; inconclusive = small, poorly fitted or top-dose-only effect, or effect the other way, or a change in a side signal; inactive = no such curve, though single readings can be large or run the other way; the % refers to the polarisation; note: potency is the fitted concentration of half-maximal effect; % of control where 0% means no effect; many of its hits are not listed in these tables
# ELG1 DNA repair = blocks ELG1-dependent DNA repair in HEK293T cells. Potency, µM (titrated, usually from 46.1 µM), for inactives: top-dose activity change, negative = inhibition, hits mostly inhibitors. HEK293T ELG1-luciferase reporter, luminescence, 16 h; DNA damage induced by 5-fluorouridine. AID 504467. 330,000 tested, 2.3% active; note: potency is the fitted concentration of half-maximal effect; % is set by controls: 0 for no effect and ±100 for the full control effect; nearly all actives have a fitted effect of over 55% in size
#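 Step one: seed 2,000 cells per well. Step two: pin-transfer compound or DMSO alongside 5-fluorouridine. Step three: incubate 16 hr, 37 °C, 5% CO2. Step four: add ONE-Glo, wait 30 min, read luminescence.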
# * = called active by the depositor; ? = inconclusive; / = not tested or not shown; & = joins results of further samples; [ ] = another dose, or the depositor's remark. Unless noted, calls come from the whole dose curve; as a rule, active = well fitted curve in the direction sought with a large enough effect; inconclusive = small, poorly fitted or top-dose-only effect, or another doubt; inactive = no such curve, though single readings can be large; an effect the other way counts as inactive or inconclusive. The list is partial; the hit share may differ from the screen's.
SMILES,KCNH2 3.1 inh,VP16 counter,MBNL1-CUG inh,FLuc counter,Rab9 promoter act,Mito fusion act,NPC1 prom act,RORgamma inh,PKM2 activator,Menin-MLL TR inh,ELG1 DNA repair
Cc1ccc(C2=NS(=O)(=O)N(C)C(C(=O)N3CCOCC3)=C2)cc1,1,-4%,16%,-2%,3%,3%,2%,5%,9%,-18%,3%
COc1cnc(-c2ccccn2)nc1Sc1ccc(C)cc1,-5,10µM*,/,-7%,0%,-2%,-27%,1.1µM*,4%,-15%,23µM*
CCn1c(SCC(=O)c2ccc(Br)cc2)nnc1C(C)NC(=O)Cc1ccc(OC)cc1 (centres undefined),-13,3%,-5%,2%,-4%,-4%,-1%,-16%,-1%,8%,3%
O=C(NCc1ccccc1Cl)C1CCCN1S(=O)(=O)c1ccccc1F (centres undefined),12,11%,-7%,-2%,-3%,3%,-3%,-9%,2%,-8%,-3%
COC(=O)c1ccccc1C(=O)N(Cc1cccnc1)CC1CCCN(C2CCCCC2)C1 (centres undefined),-5,-4%,-2%,6%,2%,-11%,0%,-9%,-3%,-21%,12%
CCOc1ccccc1N(CC(=O)NC1CCCCC1)S(=O)(=O)c1ccccc1,-26,25%,0%,-1%,-1%,15%,-2%,5%,5%,-8%,-13%
CCOC(=O)COc1ccccc1/C=C1/NC(=O)NC1=O,-5,-26%,18%,6%,-1%,-1%,-1%,-1%,6%,-8%,8%
CC(Sc1ncnc2sc(-c3ccccc3)cc12)C(=O)NCC1CCCO1 (centres undefined),2,/,/,?,0%,?,-3%,/,/,/,13%
CCOC(=O)c1cnc2ccccc2c1NCCO,-6,0%,-17%,1%,3%,2%,-14%,-13%,?,-16%,-20%
CSCCC(NS(=O)(=O)c1ccc(Cl)cc1)C(=O)OCC(=O)c1ccc(F)cc1 (centres undefined),-21,-2%,-17%,2%,-1%,7%,-3%,63%,-4%,-8%,-6%
COc1ccc(OC)c(C2c3c(oc4ccccc4c3=O)C(=O)N2CCCN(C)C)c1 (centres undefined),-1,4%,12%,1%,-1%,0%,0%,1%,-7%,1%,26%
COc1ccc(OC)c(NS(=O)(=O)c2ccc3c(c2)C(C)(C)C(=O)N3C)c1,0,-6%,-2%,6%&-1%,1%,3%,-2%,-21%,5%,-17%,9%
Cc1ccc(-c2nc(CS(=O)(=O)CC(=O)N3CCc4ccccc4C3)c(C)o2)cc1,8,0%,0%,2%,-7%,20%,-2%,?,-2%,-1%,?
O=C(N/C(=C/c1cccnc1)C(=O)N1CCOCC1)c1ccccc1Cl,-1,-4%,/,-2%,-2%,-1%,-2%,-13%,10%,/,12%
CCN(CC)Cc1c(C(=O)N/N=C/c2cccs2)nnn1-c1nonc1N,2,-10%,15%,0%,-3%,1%,0%,?,/,-9%,5%
CCc1c(OC(C)=O)c2ccccc2n(C)c1=O,10,-1%,-6%,5%,-5%,-1%,-7%,-20%,0%,5%,?
CN(C(=O)COC(=O)CCC1CCCCC1)c1c(N)n(Cc2ccccc2)c(=O)[nH]c1=O,-14,/,/,1%,1%,-3%,-1%,/,/,/,16%
CC1CCN(CCn2c(=S)[nH]c3cc4c(cc3c2=O)OCO4)CC1,-6,6%,-11%,-2%,-2%,-3%,0%,-20%,-15%,2%,7%
Cc1cc(F)ccc1NC(=O)c1cnccn1,14,9%,-8%,-5%,13%,-8%,-3%,-6%,-5%,-5%,?
O=C(COC(=O)c1cncc(Br)c1)NCC1CCCO1 (centres undefined),-4,-1%,-5%,0%,-2%,-2%,1%,-8%,0%,-8%,-1%
O=C(CCCN1C(=O)/C(=C/c2cccs2)SC1=S)NNC(=O)c1ccncc1,-12,-24%,12%,4%,0%,17%,-6%,-20%,1%,-7%,9%
CC[C@@H]1CC=C[C@H]2[C@H]1C(=O)N(Cc1ccccc1)[C@H]2c1ccc2ccccc2c1,/,-1%,-6%,-1%,-14%,-34%[inhibitor],-7%,16%,-2%,/,-6%
O=C1CC(C(=O)NCc2ccccc2)N=C(N2CCCCC2)N1 (centres undefined),4,0%,-8%,-1%,-1%,-4%,-1%,-18%,-19%,-16%,2%
CCOc1ccc(C(C)=O)cc1CSc1nnc(-c2cccs2)n1CC1CCCO1 (centres undefined),-9,4%,-12%,1%,2%,1%,-4%,12%,2%,1%[11.7 µM],-10%
C=CCSc1nc(C)c(CC(=O)OCCCC)c(=O)[nH]1,-3,-1%,-6%,2%,5%,1%,2%,3%,-4%,-2%,3%
O=C(Cc1cccs1)NCc1ccc(F)cc1,3,19%,2%,-7%,-1%,3%,9%,28%,0%,2%,?
NC1=NC(c2cn[nH]c2-c2ccc(F)cc2)n2c(nc3ccccc32)N1 (centres undefined),/,-15%,-4%,1%,2%,5%,1%,2%,-45%,12%,0%
CCCCn1c(-c2ccco2)n[nH]c1=S,0,7.1µM*,-10%,-2%,1%,1%,-3%,4.5µM*,-12%,-20%,16%
O=C(C1=COCCO1)N1CCN(S(=O)(=O)c2cccc(Cl)c2Cl)CC1,18,-6%,2%,-4%,-1%,1%,2%,19%,4%,2%,-20%
Cc1c(C)n(Cc2ccccc2)c2ncnc(N)c12,20,-22%,-14%,-1%,-9%,-1%,-1%,?,-3%,11%,16µM*
Cc1ccc(NS(=O)(=O)c2cc(C(=O)NCc3cccnc3)ccc2C)cc1,10,9%,-10%,0%,-3%,2%,1%,?,-8%,/,-2%
CN(C)c1ccc(C(=O)OCc2ccccc2)cc1,-16,4%,1%,12µM*,8%,1%,12%,19%,-6%,-4%,?
Cc1ccc(NC(=O)CSc2nnc(-c3cnccn3)n2-c2ccccc2)cc1,9,-23%,47%[activator],1%,5%,0%,2%,-37%,-7%,-1%,-1%
CCc1nc(-c2ccc(C)nc2OC)no1,1,21%,-12%,3%[2.3 µM],-1%,-1%,2%,7%,1%,9%,11%
O=C(COC(=O)c1cc2ccccc2oc1=O)c1cccc([N+](=O)[O-])c1,8,-14%,/,1%,-13%,3%,-2%,0%[10 µM],-1%,3%,15%
CCCCn1c(N)c(N(CC(C)C)C(=O)C2CCN(S(=O)(=O)c3ccc(Cl)cc3)CC2)c(=O)[nH]c1=O,6,/,/,3%,0%,-4%,-1%,/,/,/,6%
CC(=O)Nc1ccc(SCC(=O)c2cc(C)n(-c3ccccc3)c2C)cc1,-6,7%,-4%,5.4µM*,3.5µM*,?,?,2%,-8%,-9%,?
O=S(=O)(NC(=NCc1ccccc1)c1ccccc1F)c1ccccc1,-4,-2%,-20%,3%,-15%,1%,-6%,10%,1%,-1%,4%
CC1(C)CC(=O)C(C=NCCN2CCN(C(=O)c3ccccc3)CC2)=C(O)C1,-15,-6%,5%,15%,0%,-9%,-5%,-3%,0%,4%,0%
O=C(O)c1ccc2c(=O)n3c(nc2c1)/C(=C/c1ccc(Cl)c([N+](=O)[O-])c1)CC3,7,6%,?,1%,-2%,-1%,-4%,-24%,1%,?,15%
COc1cccc(/C=C/C(=O)OCC(=O)c2c[nH]c3ccccc23)c1,7,/,/,0%,10%,4%,-3%,/,/,/,?
O=C(O)c1ccc(N/N=C/c2ccc(-c3cc(Cl)ccc3Cl)o2)cc1,-22,?,2%,9.5µM*,?,3%,?,?,5%,/,?
Cn1nc(-c2ccccc2)cc1NC(=O)CCCC(=O)O,7,-8%,-3%,3%,-5%,4%,0%,13%,2%,/,-13%
CCc1ccc(OCC(=O)Nc2cccc3c2CCCC3)cc1,8,-6%,/,0%,-7%,9%,-1%,21%,-1%,-9%,7%
CCn1c(SCC(=O)Nc2ccccc2)nnc1-c1ccc(S(=O)(=O)N2CCOCC2)cc1,-28,-1%,-6%,-1%,7%,-1%,3%,32%,-3%,-5%,?
O=C(NCCc1c[nH]c2ccccc12)c1cnc2n(c1=O)CCS2,3,6%,-7%,?,4.5µM*,-4%,?,?,11%,-9%,?
O=c1[nH]c(CN2CCN(S(=O)(=O)c3ccc4c(c3)OCCO4)CC2)nc2sc3c(c12)CCCC3,3,-5%,12%,0%,-1%,-5%,0%,41%,20%,-21%,?
